RGS4 inhibitor – Inhibitors of Regulator of G Protein Signaling (RGS) 4: qHTS. Regulator of G-protein signaling 4 (Homo sapiens), P49798. Transcreener GDP fluorescence polarization, RGS4-accelerated GTP hydrolysis. Potency, µM (series often up to 114 µM), for the others: at the top dose activity change, negative = inhibition, usual class: inhibitors. 0.039% of 390,000 active; further: potency means the concentration at half of the fitted maximal effect; on the % scale 0 is the no-effect control and ±100 the full control effect; nearly all actives have a fitted effect of over 75% in size; some results filed as inactive show a strong effect at the top dose
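MLSMR compounds (23 nl, pin-transferred) preincubated 10 min at room temperature with a 500nM (2x) first reagent, then RGS4 at 900nM (2x) plus Transcreener GDP mix added; fluorescence polarization (620/688 nm) read before and after 90 min at 30 °C.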
JMJD2A Tudor inh – qHTS Assay for Inhibitors of JMJD2A-Tudor Domain; Potency, µM (top dose mostly 114 µM), for the others: top-dose activity change, negative = inhibition, actives largely listed as inhibitors; AlphaScreen JMJD2A-Tudor / H3K4me3 peptide binding; Lysine-specific demethylase 4A (Homo sapiens), O75164; AID 504339, 2011; 4.4% of 390,000 active; further: potency means the concentration at half of the fitted maximal effect; on the % scale 0 is the no-effect control and ±100 the full control effect; nearly all actives have a fitted effect of over 50% in size
HP1b binding inh – HTS for Inhibitors of HP1-beta Chromodomain Interactions with Methylated Histone Tails | AlphaScreen HP1-beta / biotin-H3K9me3 peptide binding | Potency, µM (top dose mostly 114 µM), without a hit: at the highest dose activity change, negative = inhibition, most hits filed as inhibitors | AID 540317, 2011 | Chromobox protein homolog 1 (Homo sapiens), P83916 | 0.56% of 390,000 active; further: potency means the concentration at half of the fitted maximal effect; nearly all actives have a fitted effect of over 70% in size; inactives centre near 23
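HP1-beta protein (50 nM final) preincubated 30 min at room temperature with biotinylated H3(1-18)K9me3 peptide (50 nM) in PBS pH 7.4, 0.01% Tween-20, then compound added for 30 min. AlphaScreen streptavidin donor/nickel chelate acceptor beads (10 ug/mL final), 30 min dark, luminescence read.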
G9a block – qHTS Assay for Inhibitors of Histone Lysine Methyltransferase G9a; 8.8% of 350,000 active; G9a H3K9 monomethylation, AlphaScreen, 2 h; Potency, µM (series often up to 102 µM), for the others: at the top dose activity, negative = inhibition, hits mostly inhibitors; AID 504332, 2011; Histone-lysine N-methyltransferase EHMT2 (Homo sapiens), Q96KQ7; further: potency means the concentration at half of the fitted maximal effect; on the % scale 0 is the no-effect control and ±100 the full control effect; nearly all actives have a fitted effect of over 75% in size
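Chemiluminescent proximity detection of H3K9 monomethylation, read after 10 min bead incubation in the dark. Reaction: 20 nM G9a, 500 nM biotin-H3K9 peptide, 20 uM SAM cofactor, 2 h, room temperature, following 15 min enzyme-compound preincubation.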
12-LOX inh – Primary qHTS assay for inhibitors of human arachidonate 12S-lipoxygenase (ALOX12): Round 2. purified 12hLO, xylenol orange hydroperoxide absorbance. 1.1% of 580,000 active. Polyunsaturated fatty acid lipoxygenase ALOX12 (Homo sapiens), P18054. Potency, µM (highest dose often 108 µM), for inactives: at the top dose activity change, negative = inhibition, usual class: inhibitors. AID 1671190, 2021; further: potency means the concentration at half of the fitted maximal effect; on the % scale 0 is the no-effect control and ±100 the full control effect
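Hydroperoxide product was detected by ferrous iron/xylenol orange as the 573 to 405 nm absorbance ratio. Arachidonic acid at 40 uM (final) was turned over for 30 min at room temperature by 150 nM human 12hLO, pH 7.0 Hepes buffer, after 15 min compound preincubation.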
ERG-DNA inh – qHTS for Small Molecule Inhibitors of the ERG Ets/DNA interaction | 0.028% of 370,000 active | Transcriptional regulator ERG (Homo sapiens), P11308 | AID 624246, 2012 | fluorescence polarization, His-ERG Ets domain / labelled DNA | Potency, µM (series often up to 76.9 µM), for the others: top-dose FP activity, negative = inhibition, usual class: inhibitors; active means well fitted inhibition curve with a large enough effect in the polarisation, with a control signal flat; inconclusive means small, poorly fitted or top-dose-only effect, or effect the other way, or a change in a side signal; inactive means no such curve, though single readings can be large or run the other way; the % refers to the polarisation;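 further: polarization taken with two DNA probes labelled with fluorescein and Texas red; potency means the concentration at half of the fitted maximal effect; % of control where 0% means no effect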
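His-tagged ERG Ets domain (1 uM in the protein solution; 300mM KCl, 50mM Tris-HCl, 1mM EDTA, 1mM DTT, pH 7.5) received compound, then a probe mix of 5 nM fluorescein-DNA and 100nM Texas-615-DNA. Fluorescence polarization was read for both dyes.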
GLS inh – qHTS for Inhibitors of Glutaminase (GLS); GLS enzymatic activity, qHTS titration; 0.21% of 410,000 active; Potency, µM (doses to about 45.5 µM), for inactives: at the highest dose activity change, negative = inhibition, usual class: inhibitors; AID 624170, 2012; further: potency means the concentration at half of the fitted maximal effect; on the % scale 0 is the no-effect control and ±100 the full control effect
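Read-out is an Amplex red fluorescence increase coupled through glutamate oxidase and HRP, measured before and after 30 min room-temperature incubation. hKGA is in 45 mM KH2PO4 (pH 8.2) with 0.02% Tween-20; glutamine added as 1mM solution.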
BAZ2B inh – qHTS Assay for Inhibitors of BAZ2B; Bromodomain adjacent to zinc finger domain protein 2B (Homo sapiens), Q9UIF8; 4.4% of 360,000 active; AID 504333, 2011; Potency, µM (series often up to 114 µM), for inactives: top-dose activity change, negative = inhibition, most hits filed as inhibitors; AlphaScreen BAZ2B-H3K14Ac peptide displacement; further: potency means the concentration at half of the fitted maximal effect; on the % scale 0 is the no-effect control and ±100 the full control effect; nearly all actives have a fitted effect of over 60% in size
Target sequence (Q9UIF8 whole entry, looked up, the tested form may be a part): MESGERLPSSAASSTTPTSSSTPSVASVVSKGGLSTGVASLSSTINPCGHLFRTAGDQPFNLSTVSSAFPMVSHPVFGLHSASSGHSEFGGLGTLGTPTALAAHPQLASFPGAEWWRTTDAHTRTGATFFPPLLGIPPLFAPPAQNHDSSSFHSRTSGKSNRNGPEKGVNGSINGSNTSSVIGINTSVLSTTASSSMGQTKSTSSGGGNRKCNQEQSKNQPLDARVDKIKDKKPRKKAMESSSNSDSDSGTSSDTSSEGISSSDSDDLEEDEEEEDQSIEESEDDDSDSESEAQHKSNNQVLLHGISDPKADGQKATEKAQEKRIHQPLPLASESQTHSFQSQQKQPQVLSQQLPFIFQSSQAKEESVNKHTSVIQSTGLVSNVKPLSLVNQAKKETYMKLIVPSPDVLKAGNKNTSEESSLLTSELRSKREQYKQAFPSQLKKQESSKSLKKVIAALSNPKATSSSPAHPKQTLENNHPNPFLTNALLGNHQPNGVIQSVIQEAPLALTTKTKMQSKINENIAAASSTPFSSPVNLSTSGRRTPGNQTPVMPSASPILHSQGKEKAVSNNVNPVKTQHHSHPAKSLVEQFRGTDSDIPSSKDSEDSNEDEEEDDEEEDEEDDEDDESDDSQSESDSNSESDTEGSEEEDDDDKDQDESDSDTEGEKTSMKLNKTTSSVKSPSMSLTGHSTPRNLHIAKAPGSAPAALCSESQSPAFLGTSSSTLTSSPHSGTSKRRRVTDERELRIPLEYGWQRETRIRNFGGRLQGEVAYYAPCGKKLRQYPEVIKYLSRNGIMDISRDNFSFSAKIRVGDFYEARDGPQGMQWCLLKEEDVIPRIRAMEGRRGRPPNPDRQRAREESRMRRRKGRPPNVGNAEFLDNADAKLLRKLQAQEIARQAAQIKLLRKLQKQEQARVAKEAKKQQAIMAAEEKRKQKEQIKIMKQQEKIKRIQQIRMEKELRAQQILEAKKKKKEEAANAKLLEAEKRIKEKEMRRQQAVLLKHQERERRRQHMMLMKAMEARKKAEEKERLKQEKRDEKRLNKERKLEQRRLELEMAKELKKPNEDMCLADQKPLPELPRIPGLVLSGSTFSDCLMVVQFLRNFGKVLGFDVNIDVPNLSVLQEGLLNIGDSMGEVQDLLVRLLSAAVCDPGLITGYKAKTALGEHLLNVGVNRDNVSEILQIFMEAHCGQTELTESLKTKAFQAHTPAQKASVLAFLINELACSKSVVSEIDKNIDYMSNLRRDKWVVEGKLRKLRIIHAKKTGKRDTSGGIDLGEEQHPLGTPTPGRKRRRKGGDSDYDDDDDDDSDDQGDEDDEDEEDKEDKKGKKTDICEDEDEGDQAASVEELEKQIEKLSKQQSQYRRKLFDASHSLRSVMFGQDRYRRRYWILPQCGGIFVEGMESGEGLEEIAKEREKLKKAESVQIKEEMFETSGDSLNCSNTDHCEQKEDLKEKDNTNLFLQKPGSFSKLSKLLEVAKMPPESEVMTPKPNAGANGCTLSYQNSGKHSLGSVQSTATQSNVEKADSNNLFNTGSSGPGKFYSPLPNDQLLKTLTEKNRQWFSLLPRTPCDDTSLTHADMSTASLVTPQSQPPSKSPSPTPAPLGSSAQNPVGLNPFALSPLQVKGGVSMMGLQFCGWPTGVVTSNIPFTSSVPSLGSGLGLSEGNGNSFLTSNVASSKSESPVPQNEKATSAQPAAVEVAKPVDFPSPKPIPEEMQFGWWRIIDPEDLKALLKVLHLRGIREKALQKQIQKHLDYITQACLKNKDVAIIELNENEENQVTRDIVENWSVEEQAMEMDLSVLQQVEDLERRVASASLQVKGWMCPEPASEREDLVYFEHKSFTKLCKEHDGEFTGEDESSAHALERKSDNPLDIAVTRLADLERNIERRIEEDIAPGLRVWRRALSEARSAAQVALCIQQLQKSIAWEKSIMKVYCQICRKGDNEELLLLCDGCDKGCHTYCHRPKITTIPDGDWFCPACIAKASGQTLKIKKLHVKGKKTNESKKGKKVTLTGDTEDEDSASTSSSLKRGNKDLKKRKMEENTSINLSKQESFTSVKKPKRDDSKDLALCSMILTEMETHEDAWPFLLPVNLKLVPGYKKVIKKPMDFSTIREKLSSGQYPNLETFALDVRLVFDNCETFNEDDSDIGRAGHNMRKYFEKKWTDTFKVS
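AlphaScreen displacement: compounds (up to 110uM) incubated 30 min at room temperature with a preformed 50 nM BAZ2B/50 nM biotinylated H3K14Ac peptide complex in PBS pH 7.4 with Tween-20. Donor and acceptor beads at 10 ug/mL final added, 20 min light-protected before reading.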
PI4K2A inh – qHTS for small molecular inhibitors of PI4K2A | purified PI4K2A, ADP-Glo luminescence, 1 h; stronger effect = lower value | 0.13% of 420,000 active | Phosphatidylinositol 4-kinase type 2-alpha (Homo sapiens), Q9BTU6 | AID 1346378, 2018 | activity change, negative = inhibition, % at 76.9 µM; in the data active means activity change below about -50%; inconclusive means mostly about -30% to -49%;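 further: -100% = wells without enzyme as full effect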
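PI4K2A activity was measured by ADP-Glo luminescence: enzyme (4 ug/mL stock) and phosphatidylinositol (1.2 mM stock) in Tris pH 7.5/MgCl2/EGTA/Triton X-100 buffer were reacted with ATP (300 microM stock) for one hour at ambient temperature.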
An asterisk follows results filed as active; i = inactive; ? = inconclusive; . = no result given; & = joins results of further samples; ! = a repeat was not active; [ ] = remark or other dose. Unless noted, the call rests on the fitted dose curve; in most records, active means well fitted curve in the direction sought with a large enough effect; inconclusive means small, poorly fitted or top-dose-only effect, or another doubt; inactive means no such curve, though single readings can be large; an effect the other way counts as inactive or inconclusive. Some of the compounds tested (hit frequency here may not be typical).

Values run as follows: PI4K2A inh	JMJD2A Tudor inh	RGS4 inhibitor	GLS inh	ERG-DNA inh	HP1b binding inh	BAZ2B inh	12-LOX inh	G9a block
1: CCn1cc(C(=O)NCCc2ccc(Cl)cc2)c(=O)c2cc(S(=O)(=O)N3CCc4ccccc4C3)ccc21
→ 5	-12%	-2%	-12%	6%	33%	.	-25%	-13%[59 µM]
2: Cc1cc(NS(=O)(=O)c2ccc(NC(=O)c3cc4ccccc4o3)cc2)nc(C)n1
→ 1	-12%	-42%	-6%	2%	28%	6%	-2%&-13%	-7%[12.7 µM]
3: CN1CCN(Cc2nc(Cc3ccccc3)no2)CC1c1ccccc1 (stereo unspecified)
→ -5	-12%	-12%	-11%	4%	28%	-22%	-13%	-22%
4: O=C(COC(=O)/C=C/c1ccc(F)cc1)NC1CCCCCC1
→ 15	0%	12%	-17%	-3%	2%	.	-20%	.
5: CCOc1cc(C2c3c(oc4ccccc4c3=O)C(=O)N2Cc2ccc(OC)cc2)ccc1O (stereo unspecified)
→ 1	-16%	-15%	-5%	?	72%[activator]	31%[activator]	?	38%[59 µM]
6: CC(=O)Nc1ccc(N/C=C/C(=O)c2ccc(C)cc2)cc1
→ 0	-7%	23%	4%	-10%	47%[activator]	3%	-5%	.
7: Cc1ccc(S(=O)(=O)CC(=O)Nc2nc3ccc(S(N)(=O)=O)cc3s2)cc1
→ 6	-20%	3%	-1%	4%	30%	-33%	-22%	-12%[59 µM]
8: CCCCCCNC(=O)Cc1c(O)c2ccccc2[nH]c1=O
→ 0	-9%	14%	3%	6%	32%	11%	254%[activator]	34%[12.7 µM]
9: COc1ccc(N(C)C(=O)Cn2cnc3sc(C)c(S(=O)(=O)N4CCN(c5ncccn5)CC4)c3c2=O)cc1
→ 7	-2%	-3%	-2%	4%	44%[activator]	1%	0%	1%[59 µM]
10: CCc1nnc(NC(=O)c2cc(=O)c3cc(C)ccc3o2)s1
→ -1	-13%	-1%	-2%	1%	31%	-9%	-2%	6%[59 µM]
11: COC(=O)/C=C1\N/C(=N\c2nc(C)cc(C)n2)N(c2ccc(C)cc2)C1=O
→ 2	?	-38%	-3%	2%	35%[activator]	-35%	-16%	?
12: CC(C)CC1Nc2ncnc(N3CCOCC3)c2N(Cc2ccc(Cl)cc2)C1=O (stereo unspecified)
→ 0&-8	-30%	1%	1%&5%	12%	37%	.	7.9µM*!	.
13: CSc1nc(SCC(=O)NCC2CCCO2)c2c3c(sc2n1)CN(C)CC3 (stereo unspecified)
→ -4	-29%	-7%	9%	5%	10%	-1%	8%	?
14: COc1ccc(NC(=O)Cn2nc(C(=O)O)c3ccccc3c2=O)cc1OC
→ 1	-12%	22%	2%	3%	12%	0%	-33%	-5%
15: O=C(O)CCc1ccc(-c2ccc(Cl)cc2)n1Cc1ccco1
→ 2	?	-23%	7%	.	6%	50µM*	40µM*	?
16: Cc1cc2nc(-c3ccco3)cc(C(F)(F)F)n2n1
→ 4	17%	6%	-1%	14%	76%[activator]	15%	17%	-6%[59 µM]
17: COC(=O)N/N=C/c1ccc([N+](=O)[O-])o1
→ -15	-4%	3%	2%	-1%	9%	2%	-13%	0%[59 µM]
18: CCn1cc2nc(SCc3ccccc3Cl)n(Cc3ccc(OC)cc3)c(=O)c2n1
→ 7	?	-21%	-12%	0%	-19%	-11%	?	-28%[59 µM]
19: CCn1c(CCCc2ccc(OC)c(C)c2)n[nH]c1=S
→ -2	?	-27%	-12%	-1%	38%	-11%	?	.
20: Cc1ccc(CCNC(=O)CCCn2c(=O)c3ccccc3n(CC(=O)Nc3cc(Cl)ccc3C)c2=O)cc1
→ 0	-8%	2%	2%	3%	64%[activator]	15%	0%	27%[59 µM]
21: CCOc1ncccc1C(=O)Nc1nc(SC)ns1
→ -9	8%	1%	10%	-6%	20%	.	0%	20%
22: O=C(CN1CCN(Cc2ccccc2)CC1)NC(=O)NC1CCCCC1
→ 6	-18%	-8%	0%	-20%	41%	5%	14%	-35%[59 µM]
23: Cc1cccc(-c2nc3c(c(=O)c4ccccc4n3C)c(=O)n2-c2ccccc2)c1
→ 10	-6%	-7%	1%	-11%	40%[activator]	-2%	?	-10%[59 µM]
24: COc1cc(C(=O)N/N=C/c2ccc(OC(=O)c3ccccc3)c(OC)c2)ccc1O
→ -1	-10%	11%	-5%	4%	4%	-19%	i	.
25: COc1ccc(/C(C)=N/NC(=O)CNC(=O)c2ccco2)cc1
→ 0	-6%	-7%	-8%	16%	-17%	5%	-10%	33%
26: O=C(CSCc1cccc(Cl)c1)Nc1ccccc1-c1ccccc1
→ -2	81%[activator]	-13%	1%	-4%	141%[activator]	95%[activator]	22%	165%[activator][59 µM]
27: CCOc1cccc2c1OC1(C)CC2NC(=O)N1c1cccc(Cl)c1 (stereo unspecified)
→ -3	-19%	12%	-1%	0%	18%	-24%	-18%	-1%[2.33 µM]
28: CC1(C)CC(=O)C2=C(C1)N(c1ccc(F)cc1)C(=O)C2(O)C(F)(F)F (stereo unspecified)
→ 4	-10%	30%	19%	4%	25%	-25%	10%	-3%
29: O=Cc1c(Cl)nc2ccccn12
→ 1	-12%	4%	2%	-20%	32%	-16%	2%	35%[12.7 µM]
30: O=C(CNC(=O)c1cccc(S(=O)(=O)N2CCc3ccccc32)c1)Nc1ccc(F)c(F)c1F
→ 0	-20%	-13%	-11%	-5%	26%	5%	-8%	-11%
31: O=C(CCNS(=O)(=O)c1ccccc1)OCc1nnc(-c2ccccc2)o1
→ -7	-10%	12%	0%	-1%	8%	-4%	3%	0%[0.501 µM]
32: Cc1onc(-c2ccccc2)c1C(=O)N1CCOC12CCN(c1cccc(F)n1)CC2
→ 1	-19%	14%	0%	4%	0%	-20%	10%	-8%
33: Cn1ccc2cc(S(=O)(=O)N3CCN(C(=O)Nc4ccccc4F)CC3)ccc21
→ -1	-5%	-8%	-2%	5%	8%[57 µM]	-7%	-19%	6%[59 µM]
34: COc1ccc(COC(=O)c2cccc(S(=O)(=O)N3CCN(C(C)=O)CC3)c2)cc1F
→ 2	-18%	-8%	3%	-2%	12%	8%	11%	25%[0.501 µM]
35: O=C(CCn1cncn1)N1CCCC(N2CCN(c3ccc(F)cc3)CC2)C1 (stereo unspecified)
→ -2	-21%	-14%	15%	10%	18%	0%	16%	52%[activator]
36: Cc1cc(C)c(S(=O)(=O)N2CCCOC2CNC(=O)C(=O)NCCc2c[nH]c3ccccc23)c(C)c1 (stereo unspecified)
→ -4	?	-8%	10%	5%	?	-38%	-22%	?
37: CC(C)c1ccc(NC(=O)CSc2n[nH]c(=O)n2-c2ccc3c(c2)OCCO3)cc1
→ -1	-22%	-14%	-12%	3%	10%	-19%	0%	.
38: C=CCN(c1ccccc1)S(=O)(=O)c1cccc(C(=O)NCC(c2ccc(OC)cc2)N2CCCCC2)c1 (stereo unspecified)
→ 0	-32%	-29%	-6%	-25%	-7%	?	-27%	-46%
39: COCCCNC(=O)CC(=O)N/N=C\c1ccc(SC)cc1
→ -5	-1%	-1%	-8%	-4%	40%[activator]	?	2%	.

One compound at a time, from the list above. Values in the order: PI4K2A inh | JMJD2A Tudor inh | RGS4 inhibitor | GLS inh | ERG-DNA inh | HP1b binding inh | BAZ2B inh | 12-LOX inh | G9a block
Results for `COc1ccc(COC(=O)c2cccc(S(=O)(=O)N3CCN(C(C)=O)CC3)c2)cc1F` = 2 | -18% | -8% | 3% | -2% | 12% | 8% | 11% | 25%[0.501 µM]
Results for `O=C(CCn1cncn1)N1CCCC(N2CCN(c3ccc(F)cc3)CC2)C1` (stereo unspecified) = -2 | -21% | -14% | 15% | 10% | 18% | 0% | 16% | 52%[activator]
Results for `Cc1cc(C)c(S(=O)(=O)N2CCCOC2CNC(=O)C(=O)NCCc2c[nH]c3ccccc23)c(C)c1` (stereo unspecified) = -4 | ? | -8% | 10% | 5% | ? | -38% | -22% | ?

Bioassay records as filed in PubChem BioAssay.
